Assay outcomes as filed in PubChem.
Tau filament bind = tau filament binding; P10636; recombinant tau filaments, thioflavin S fluorescence, 15 h; filaments grown with octadecylsulfate alongside compound; Potency, µM (top dose mostly 57.1 µM), for inactives: top-dose activity change, negative = inhibition; 2% of 71,000 active; AID 596;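 also: potency is read from the fitted curve at half-maximal effect; % is scaled to controls: 0 for no effect and ±100 for the full control effect; actives lower thioflavin S fluorescence by blocking filaments or displacing dye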
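His-tagged recombinant human tau (exons 2, 3, 10; 1 uM final) fibrillized with 30 uM sodium octadecylsulfate, 15 h at 37 C, in pH 7.4 HEPES buffer with 10 uM thioflavine S and 5 mM DTT. Reduced ThS fluorescence (450/510 nm) marks activity.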
Hsp90 Hop PPI = changes Hsp90-Hop TPR2A binding signal, up or down; AlphaScreen TPR2A-His6 binding biotin-Hsp90 C-terminal peptide; Potency, µM (highest dose often 57 µM), for inactives: top-dose activity change, negative = inhibition; 0.44% of 71,000 active; active = well fitted curve in either direction with a large enough effect; inconclusive = small, poorly fitted or top-dose-only effect, or another doubt; also: potency is read from the fitted curve at half-maximal effect; % is scaled to controls: 0 for no effect and ±100 for the full control effect; many of its hits are not listed in these tables
HBB splice mod = hemoglobin beta splicing modulation; 0.06% of 65,000 active; HBB splicing reporter cell assay, activation; EGFP reporter with mutant IVS2-654 intron; response scale: normalised to 500 nM splice-correcting PNA; Potency, µM (highest dose often 46.1 µM), inactives show at the highest dose activation, usual class: activators; also: potency is read from the fitted curve at half-maximal effect; 0% is about no effect
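Compounds were applied for 2 days to HeLa EGFP-654 cells, 500/well in Optimem with 2% FCS. The reporter's EGFP is disrupted by mis-splicing of beta-globin intron IVS2-654. Readout: summed well GFP fluorescence from 488 nm laser scanning; reference was 500 nM antisense […] 654 PNA.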
CRE-bla Fsk = alters forskolin-stimulated CRE reporter signaling in CHO cells; CHO CRE-bla reporter (cAMP response element driving beta-lactamase), forskolin EC10, beta-lactamase ratio; Potency, µM (titrated, usually from 38.2 µM), for inactives: at the top dose activity change, negative = inhibition, most hits filed as activators; 2.5% of 71,000 active; AID 662; active = well fitted activation curve with a large enough effect in the signal ratio, with a control signal flat, not every such curve was filed as active; inconclusive = small, poorly fitted or top-dose-only effect, or effect the other way, or a change in a side signal; the % refers to the signal ratio; also: potency is read from the fitted curve at half-maximal effect; % of control where 0% means no effect
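Modulation of forskolin signalling: compounds in titration series added with EC10 NKH 477 to CHO cells carrying a CRE-driven beta-lactamase reporter, 3 h, 37C. CCF4 FRET ratio (460/530 nm, ex 405 nm) gives %activity and AC50.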
HADH2 inh = inhibitors of human HADH2 dehydrogenase. recombinant HADH2, NADH fluorescence, beta-hydroxybutyryl-CoA. Potency, µM (top dose mostly 57.1 µM), for inactives: at the highest dose activity change, negative = inhibition, hits mostly inhibitors. 3.4% of 73,000 active. Q99714. AID 886; also: potency is read from the fitted curve at half-maximal effect; % is scaled to controls: 0 for no effect and ±100 for the full control effect; nearly all actives have a fitted effect of over 60% in size; many of its hits are not listed in these tables
Target sequence (Q99714 whole entry, looked up, one chain of several): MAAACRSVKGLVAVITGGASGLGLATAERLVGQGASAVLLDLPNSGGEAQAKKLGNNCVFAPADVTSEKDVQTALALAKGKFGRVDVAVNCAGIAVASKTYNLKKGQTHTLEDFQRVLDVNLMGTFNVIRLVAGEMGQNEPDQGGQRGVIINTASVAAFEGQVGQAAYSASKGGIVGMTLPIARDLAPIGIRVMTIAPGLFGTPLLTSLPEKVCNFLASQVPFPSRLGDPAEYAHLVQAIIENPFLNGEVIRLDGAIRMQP
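Read-out: 360 nm excitation, 450 nm emission, kinetic over 4 min. Conditions: His-tagged human HADH2 20 nM, pH 9.0 Tris with Tween-20, 1 mM NAD+, 90 uM beta-hydroxybutyryl-CoA.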
FLuc inh = inhibitors of firefly luciferase; P08659; purified firefly luciferase, luminescence, 8 min; Potency, µM (titrated, usually from 57.1 µM), inactives show at the top dose activity change, negative = inhibition, actives largely listed as inhibitors; 2.2% of 72,000 active; AID 411; also: potency is read from the fitted curve at half-maximal effect; % is scaled to controls: 0 for no effect and ±100 for the full control effect; nearly all actives have a fitted effect of over 40% in size
Target sequence (P08659 whole entry, looked up): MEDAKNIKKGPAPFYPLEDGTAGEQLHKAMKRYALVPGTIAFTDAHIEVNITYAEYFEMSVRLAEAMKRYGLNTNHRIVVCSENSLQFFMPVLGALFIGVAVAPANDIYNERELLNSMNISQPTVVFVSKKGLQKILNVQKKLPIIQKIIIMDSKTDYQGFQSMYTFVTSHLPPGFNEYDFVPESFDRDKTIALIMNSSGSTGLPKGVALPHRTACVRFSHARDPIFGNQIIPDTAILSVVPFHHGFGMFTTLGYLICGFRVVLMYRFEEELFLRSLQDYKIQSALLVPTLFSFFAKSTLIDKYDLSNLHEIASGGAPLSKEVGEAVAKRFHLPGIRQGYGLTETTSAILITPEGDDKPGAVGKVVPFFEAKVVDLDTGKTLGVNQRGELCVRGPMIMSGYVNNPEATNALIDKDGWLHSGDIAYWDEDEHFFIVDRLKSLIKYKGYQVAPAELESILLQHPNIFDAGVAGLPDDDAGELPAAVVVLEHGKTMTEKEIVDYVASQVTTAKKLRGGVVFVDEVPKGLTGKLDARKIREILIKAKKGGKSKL
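Compounds were tested as concentration series (qHTS) against purified P. pyralis luciferase with luciferin and 10 uM ATP in 50 mM imidazole pH 7.2, 50 mM KCl, 7 mM MgCl2, 0.01% Tween 20, 0.05% BSA. Luminescence was read after 8 min at ambient temperature.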
GFP derepression = derepresses silenced GFP locus in mouse C127i cells | mouse C127i GFP locus derepression, cytometry, 30 h | Potency, µM (titrated, usually from 46.1 µM), without a hit: at the highest dose GFP derepression (activation) | 0.09% of 68,000 active | AID 597; also: % of control where 0% means no effect
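Murine C127i mammary cells carrying a silenced, stably integrated CMV-driven GFP reporter were treated with compound for 30 hours at 37 C. After PBS washes, GFP-positive cells were counted by laser-scanning microplate cytometry.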
ERK AVP inh = vasopressin-driven ERK pathway inhibition. HEK293-V1b, vasopressin-stimulated pERK AlphaScreen. Potency, µM (series often up to 57.5 µM), without a hit: at the highest dose activity, negative = inhibition, usual class: inhibitors. 0.99% of 72,000 active. AID 995; also: potency is read from the fitted curve at half-maximal effect; % is scaled to controls: 0 for no effect and ±100 for the full control effect; nearly all actives have a fitted effect of over 55% in size
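Overnight-seeded V1b-HEK293 cells in 1% FBS got compound, then vasopressin (25 nM final, 5 min, 37C), then lysis buffer. AlphaScreen detection of phospho-ERK; activity normalized to basal and full-stimulation controls.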
UbGFP stabilizer = proteasome inhibitors stabilizing ubiquitin-GFP reporter. Potency, µM (highest dose often 45.9 µM), inactives show at the highest dose activation (GFP accumulation), actives largely listed as activators. Ubiquitin-GFP reporter cells, proteasome inhibition, GFP fluorescence; response scale: untreated = 0%, 10 µM MG-132 = 100%. 67,000 tested, under 10 active; active = well fitted activation curve with a large enough effect, not every such curve was filed as active; inconclusive = small, poorly fitted or top-dose-only effect, or another doubt; inactive = no such curve, though single readings can be large or run the other way; also: potency is read from the fitted curve at half-maximal effect
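Reporter cells (U2OS, ubiquitin-G76V-GFP fusion) are plated overnight, then treated 4 hr at 37 °C with compound titrations from 46 uM down to 2.9 nM. Activity is scaled against untreated cells and 10 uM MG-132.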
ALOX15 inhib = inhibitors of human 15-lipoxygenase (ALOX15); P16050; purified 15hLO-1, xylenol orange hydroperoxide absorbance; Potency, µM (doses to about 57.1 µM), without a hit: at the highest dose activity change, negative = inhibition, most hits filed as inhibitors; 1.4% of 74,000 active; AID 887; also: potency is read from the fitted curve at half-maximal effect; % is scaled to controls: 0 for no effect and ±100 for the full control effect; nearly all actives have a fitted effect of over 55% in size
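Inhibition is scored from a chromogenic endpoint. After 15 min enzyme-compound contact, arachidonic acid (50 uM final) reacts 6 min with 40 nM 15hLO-1 at room temperature, then Fe-XO reagent is added for 30 min and absorbance ratio recorded.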
Pol III holo inh = DNA polymerase III holoenzyme inhibition | reconstituted DNA polymerase III holoenzyme replication, biochemical | Potency, µM (doses to about 57.1 µM), for the others: at the top dose activity change, negative = inhibition | 0.25% of 71,000 active | AID 603; also: potency is read from the fitted curve at half-maximal effect; % is scaled to controls: 0 for no effect and ±100 for the full control effect
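Reconstituted *E. coli* holoenzyme (0.35 nM Pol III, 1 nM beta, 154 nM SSB, 2 nM primase) was preincubated with compound for 15 min at RT. Synthesis on 1.4 nM ssM13Gori ran 35 min, then was stopped with PicoGreen/EDTA and read as dsDNA fluorescence.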
Numbers without * were called inactive; ? = inconclusive; / = no result given; [ ] = another dose, or the depositor's remark. Unless noted, calls follow the shape of the dose curve; as a rule, active = well fitted curve in the direction sought with a large enough effect; inconclusive = small, poorly fitted or top-dose-only effect, or another doubt; inactive = no such curve, though single readings can be large; an effect the other way counts as inactive or inconclusive.

SMILES	Tau filament bind	Hsp90 Hop PPI	HBB splice mod	CRE-bla Fsk	HADH2 inh	FLuc inh	GFP derepression	ERK AVP inh	UbGFP stabilizer	ALOX15 inhib	Pol III holo inh
CN(C)c1nc(C(=O)OCCO)nc(N(C)C)n1	-2%	-3%	-3.5%[57.5 µM]	-1%	-5%	1%	7%	6%	1%	2%	-3%
CNc1nc(C)c(C#N)c(-c2ccccc2)c1C(C)=O	2%	0%	1.2%[57.5 µM]	?	?	1%	0%	-20%	1%	4%	-1%
COc1ccc(Cn2c(CCC(=O)O)nc3cccnc32)cc1	3%	-3%	2.7%	?	-2%	-1%	0%	11%	0%	3%	-14%
CN(CC(=O)N1CCCc2c1c(=O)oc1ccc(O)cc21)Cc1ccccc1	2%	-3%	-0.3%	-1%	-10%	0%	2%	3%	-5%	-3%	0%
N#Cc1cccc(-c2cc(-n3ccnc3)ncn2)c1	3%	-8%	-0.5%	5%	?	2%[2.29 µM]	0%[9.22 µM]	-29%	6%	?	-3%
CCN(Cc1ccncc1)S(=O)(=O)c1ccc(C(C)=O)cc1	-21%	-4%	-0.3%[57.5 µM]	-3%	?	-7%	1%	-6%	-6%	-4%	-6%
O=C(CSc1nnc(C2CCCCC2)n1-c1ccccc1)NCc1ccco1	10%	-3%	/	-3%	-13%	3%	-1%	2%	-4%	0%	1%
Cc1ccc(N2CC(C(=O)N3CCN(c4ccccc4)CC3)CC2=O)cc1 (centres undefined)	8%	-4%	-0.1%	?	3%	2%	-3%	-6%	4%	7%	-5%
COc1cc2c(cc1NC(=O)c1ccc3c(c1)OCO3)oc1ccccc12	175%	23%	1.1%	?	32µM*	-18%	3%	-18%	-1%	-4%	-2%
O=C(Nc1ccc(Br)cc1F)c1ccncc1	6%[11.4 µM]	0%[11 µM]	-0.2%[0.0738 µM]	2%[7.6 µM]	8%[11.4 µM]	-8%	3%	-11%	8%[9.17 µM]	4%[11.4 µM]	-7%[11.4 µM]
CC(Sc1cccc(C(F)(F)F)c1)C(=O)NC(N)=O (centres undefined)	0%	3%	-0.5%	5%	4%	0%	1%	21%	9%	7%	2%
CCOC(=O)CCCSc1nc2sc(C)c(C)c2c(=O)[nH]1	9%	0%	-1.0%	?	-3%	3%	/	/	-2%	0%	-2%
c1ccc(Cc2nnc3sc(-c4ccc5c(c4)OCO5)nn23)cc1	9%	1%	0.3%	5%	10µM*	0%	4%	-14%	1%	?	-2%
Cc1nc2c3ccccc3[nH]c(=O)n2n1	19%	-2%	-0.8%	?	-9%	3%	1%	15%	8%	-2%	0%
COCC(=O)N1CCC2(CCCN(c3ccc(-c4ccccc4)cc3)C2)CC1	-28%	-22%	1.8%	?	5%	0%[11.4 µM]	1%[9.22 µM]	-26%	-6%	-19%	3%
CC1(C)OC[C@@H]2O[C@H](n3cnc4c(N)nc(Cl)nc43)[C@@H](OS(C)(=O)=O)[C@@H]2O1	1%[11.4 µM]	0%[11 µM]	0.4%[9.22 µM]	9%[7.6 µM]	-8%[11.4 µM]	4%[11.4 µM]	8%[9.22 µM]	-4%[11.5 µM]	5%[9.17 µM]	4%[11.4 µM]	-6%[11.4 µM]
O=C(COc1ccccc1)NCCSCc1ccco1	16%	1%	/	-4%	-18%	2%	3%	-22%	0%	-5%	-7%
Cn1c(=O)[nH]c(=O)c2c1nc(Br)n2CCOc1ccccc1	2%	-6%	-1.7%	3.2µM*	7%	1%	1%	?	-5%	6%	1%
CC1(C)CC(=O)c2cnc(NCc3ccco3)nc2C1	-3%	-2%	-0.1%	-5%	-10%	-1%	-3%	-7%	-18%	9%	-13%
O=C(NCC(c1cccnc1)N1CCN(c2ccccc2)CC1)c1ccc2c(c1)OCO2 (centres undefined)	-10%	-4%	-4.0%	?	4%	1%	17%	10%	-7%	7%	6%
CCC(c1nc2ccccc2c(=O)n1-c1cccnc1)N1C(=O)c2ccccc2C1=O (centres undefined)	-6%	-2%	-1.2%	3%	18%	-2%	-2%	2%	-6%	1%	-7%
Cc1cc(NC(=O)COc2cccc3cccnc23)no1	-4%	-19%	-1.8%	9%	-6%	-14%	1%	-9%	-1%	2%	-8%
O=S(=O)(/N=C(\c1ccccc1)N1CCOCC1)c1cccs1	5%	-2%	2.4%	-5%	2%	-2%	-3%	-17%	3%	7%	-6%
COc1cccc(-c2nc(CS(=O)(=O)CC(=O)Nc3c(C)cccc3C)c(C)o2)c1	415%	-3%	0.9%	-10%	3%	-2%	-3%	-4%	-4%	-2%	0%
NS(=O)(=O)c1ccc(CCNC(=O)c2cncc(Br)c2)cc1	0%	-1%	-0.4%[57.5 µM]	-9%	7%	0%	-1%	11%	3%	4%	2%
CC(=O)Nc1ccc(S(=O)(=O)N2CCN(Cc3ccncc3)CC2)cc1	8%	-4%	-1.5%	-3%	-4%	-1%	2%	1%	-6%	4%	-6%
COc1ccccc1-c1ccc2ncnc(NC3CCNCC3)c2c1	-21%	-1%	0.2%	3%	20%	2%[2.29 µM]	0%[9.22 µM]	3%	5%	18%	-5%
O=C1CC(C(=O)Nc2ccc(C(=O)N3CCOCC3)cc2)C2(CCCCC2)O1 (centres undefined)	12%	0%	0.0%	-2%	11%	-1%	2%	3%	-8%	4%	1%
C=CCn1c(Cc2nc3ccccc3[nH]2)n[nH]c1=S	2%	?	-0.5%	-6%	?	-1%	3%	?	1%	13%	-2%
Cc1nc2nc[nH]n2c(=O)c1NC(=O)CCc1ccccc1	-4%	-9%	-0.7%	?	-2%	1%	-1%	1%	7%	-7%	3%
O=c1c2c3nc4ccccc4nc3n(CC3CCCO3)c2ncn1CCc1ccccc1 (centres undefined)	-11%	-2%	-1.0%[0.369 µM]	8%	-18%	4%	0%	-19%	/	6%	1%
CC(C)(C)NC(=O)C(c1ccco1)N(C(=O)Cn1nnc(-c2ccc(F)cc2)n1)c1ccccc1F (centres undefined)	0%	-7%	/	1%	8%	-2%	3%	-21%	-1%	-12%	-2%
O=C(CSc1nc(Nc2ccccc2)nc(N2CCOCC2)n1)N1CCCC1	16%	-6%	-1.0%	?	1%	1%	-2%	-26%	-7%	-10%	-5%
O=C(Nc1ccccc1N1CCCC1)c1ccc(Br)o1	-18%	-10%	-0.7%	13%	-5%	0%	5%	-14%	5%	-8%	-4%
c1cc(CSc2nnc(-c3ccc4c(c3)OCO4)o2)ccn1	6%	0%	0.0%	?	0%	-20%	0%	-12%	-3%	7%	0%
COc1ccc(C(=O)N[C@H]2COC(C)(C)O[C@H]2c2ccccc2)cc1	-1%	-5%	-0.2%	-2%	7%	1%	-2%	2%	-2%	0%	-4%
CC(C)C(=O)c1cn(CC(=O)NCC2CCCO2)c2ccccc12 (centres undefined)	3%	-3%	/	-1%	10%	0%	-1%	-7%	-3%	4%	-4%
CCCC[C@@H]1C[C@H]1C(NS(=O)(=O)c1cccc2cccnc12)c1ccc(-c2ccccc2)cc1 (some centres undefined)	4%	-6%	2.1%	-2%	4%	/	/	15%	/	/	-12%
Cc1cc(C)nc(N2CCCC(C(=O)NC(C)CCc3ccco3)C2)n1 (centres undefined)	-5%	-4%	/	0%	-5%	2%	0%	6%	-4%	-6%	-10%

Not all compounds are listed, so the mix of outcomes need not match the whole.
